# From PubChem BioAssay
# E coli growth: counter-screen for AddAB inhibitors: E. coli growth inhibition. AID 449728. 330,000 tested, 0.27% active. inhibition, % at 11.9 µM. E. coli V3065 growth, OD600 absorbance, 18 h;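 active means inhibition above the campaign's mean inhibition across all tested compounds plus 3 SD, cut at about 9.9% in these data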;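 further: uninfected addAB+ strain grown without phage in ampicillin broth; 0% = DMSO wells and 100% = ciprofloxacin 0.95 µg/ml wells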
# Tat transport: inhibitors of E. coli Tat protein transport. E. coli MC4100 TorA-mCherry Tat export, fluorescence. inhibition, % at 10 µM. 340,000 tested, 0.036% active. AID 488895;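 active means mean replicate inhibition at least 50% and at least half of replicates individually reaching 50%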;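 further: exported cargo escapes ClpAP degradation while cytoplasmic cargo is degraded and loses fluorescence; 0% = median of neutral control wells and 100% = median of NaSCN control wells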
# AddAB inh: less growth of phage-infected E. coli with AddAB. E. coli expressing H. pylori AddAB, absorbance growth. inhibition, % at 11.9 µM. 330,000 tested, 0.29% active; in the data active means inhibition above about 12%;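 further: 0% = vehicle wells of infected cells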
# Rtt109 Vps75: C. albicans Rtt109 histone acetyltransferase inhibition; AID 540336; 330,000 tested, 0.16% active; inhibition, % at 34.9 µM; purified Rtt109/Vps75, ThioGlo CoA-SH fluorescence, 4 h;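 active means inhibition of at least 50% in every replicate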
# Target sequence (Q5AAJ8 whole entry, looked up): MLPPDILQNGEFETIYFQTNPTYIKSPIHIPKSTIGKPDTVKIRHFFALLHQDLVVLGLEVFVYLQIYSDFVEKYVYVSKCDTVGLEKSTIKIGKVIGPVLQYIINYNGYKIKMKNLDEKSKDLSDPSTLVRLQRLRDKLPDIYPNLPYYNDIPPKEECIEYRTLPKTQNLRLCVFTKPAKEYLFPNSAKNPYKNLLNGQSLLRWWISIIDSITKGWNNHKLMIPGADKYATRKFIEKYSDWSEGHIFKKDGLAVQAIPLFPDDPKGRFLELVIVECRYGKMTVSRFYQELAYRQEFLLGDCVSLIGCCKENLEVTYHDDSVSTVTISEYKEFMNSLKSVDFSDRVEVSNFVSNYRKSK
# PvdQ acylase: blocks Pseudomonas aeruginosa PvdQ acylase activity | inhibition, % at 10 µM | purified PvdQ acylase, fluorescence plate reader | 340,000 tested, 0.063% active; in the data active means inhibition above about 30%, passing the limit was not always enough;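 further: 0% = vehicle neutral wells and 100% = reference inhibitor wells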
# phage Ecoli inh: E. coli growth loss with phage present; growth absorbance; inhibition, % at 11.9 µM; 360,000 tested, 0.26% active; AID 651602; in the data active means inhibition above about 11%
# CAL PDZ inh: blocks peptide binding to human CAL PDZ domain | Q9HD26 | purified CAL PDZ, TMR-peptide fluorescence polarization, 1 h | inhibition, % at 20 µM | 330,000 tested, 0.02% active;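 active means highest replicate inhibition of at least 40%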;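 further: plate controls were DMSO neutral control wells for no effect and unlabeled competitor peptide control wells for full effect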
#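 Material: tagged CAL PDZ protein CerCALP, purified; buffer or medium: sodium phosphate/NaCl buffer pH 7.4 with TCEP, IgG, Thesit; also added: fluorescent TMR peptide probe; schedule: 1 h incubation at room temperature before polarization reading; technique: fluorescence polarization from S- and P-plane intensities, G-factor corrected; control set: unlabelled peptide and DMSO controls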
# DAGLB inh: blocks human DAGLB lipase activity; Q8NCG7; HEK293T DAGLB membrane lysate, EnzChek fluorogenic substrate; inhibition, % at 5.17 µM; 340,000 tested, 0.059% active; AID 504411; in the data active means inhibition above about 34%;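 further: 0% = enzyme with vehicle and 100% = wells lacking enzyme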
# Target sequence (Q8NCG7 whole entry, looked up): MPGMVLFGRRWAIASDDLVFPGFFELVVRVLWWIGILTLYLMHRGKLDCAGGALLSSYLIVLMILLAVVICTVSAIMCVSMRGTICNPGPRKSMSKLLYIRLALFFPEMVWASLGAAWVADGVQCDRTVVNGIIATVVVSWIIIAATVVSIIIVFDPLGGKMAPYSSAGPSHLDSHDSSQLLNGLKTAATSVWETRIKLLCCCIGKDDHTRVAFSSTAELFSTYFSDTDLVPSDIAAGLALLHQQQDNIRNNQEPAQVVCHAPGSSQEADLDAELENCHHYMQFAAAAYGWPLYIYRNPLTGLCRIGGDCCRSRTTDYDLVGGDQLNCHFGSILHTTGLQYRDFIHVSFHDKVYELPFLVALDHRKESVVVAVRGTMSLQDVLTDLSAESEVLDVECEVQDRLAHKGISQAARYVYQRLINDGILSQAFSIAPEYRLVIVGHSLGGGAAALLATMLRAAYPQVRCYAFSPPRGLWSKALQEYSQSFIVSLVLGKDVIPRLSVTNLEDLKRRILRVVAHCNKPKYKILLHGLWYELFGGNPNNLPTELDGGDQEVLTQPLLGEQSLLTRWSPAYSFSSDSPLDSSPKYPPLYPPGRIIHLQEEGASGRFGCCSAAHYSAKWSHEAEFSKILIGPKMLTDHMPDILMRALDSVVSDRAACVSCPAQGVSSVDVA
# PfHsp90 yeast 2: inhibits growth of yeast expressing Plasmodium falciparum Hsp90; inhibition, % at 9.4 µM; 310,000 tested, 0.32% active; AID 504621; S. cerevisiae expressing PfHsp90, BacTiter-Glo ATP, 48 h; yeast lacking PDR1 and PDR3 efflux regulators;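 active means every replicate shows inhibition above about 80%, whatever the replicate mean, limit read from the data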;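 further: 0% = DMSO neutral controls and 100% = 20 µM radicicol positive controls; yeast relying on Plasmodium falciparum Hsp90 in place of its own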
# Wnt act: Wnt/beta-catenin pathway activation. Wnt/beta-catenin reporter cell assay, activator, plate reader. activation, % at 9.35 µM. 300,000 tested, 1.2% active. AID 743398; in the data active means activation above about 30%, passing the limit was not always enough;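 further: 0% = neutral control wells and 100% = positive control wells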
# * = called active by the depositor; / = not tested or not shown.
SMILES,E coli growth,Tat transport,AddAB inh,Rtt109 Vps75,PvdQ acylase,phage Ecoli inh,CAL PDZ inh,DAGLB inh,PfHsp90 yeast 2,Wnt act
COc1ccc(CCN2C(=NC(=O)CC(C)C)SC3CS(=O)(=O)CC32)cc1OC (configuration not stated),1.9,-3,4.0,2,-16,2.4,-0.3,0,-1,-2
CC(=O)c1ccc(OC(=O)C2CSC3(C)CCC(=O)N23)cc1 (configuration not stated),2.5,19,0.5,-2,-13,2.2,-1.6,-4,-5,3
CC1CC(C)CN(CCCNC(=O)Cn2ncc3c([nH]c4ccccc43)c2=O)C1 (configuration not stated),-1.3,-1,-0.1,-3,-12,2.5,-3.7,3,13,-2
CC(C)n1c(N2CCN(CC(=O)NCc3cccs3)CC2)nc2ccccc21,-1.1,0,3.1,9,-10,3.7,0.5,2,5,/
Cc1ccc(-n2cnc(=O)c3cccnc32)cc1,-0.9,-6,3.0,11,-14,1.5,-2.3,-1,/,/
COc1ccc(C(=O)/C=C/Sc2nc3ccccc3o2)cc1,2.6,-4,3.9,-5,11,3.1,0.1,-4,4,0
CC(C)N(C(=O)CSc1nc(Cc2ccccc2)nc2ccccc12)C(C)C,-0.6,-3,2.1,1,-1,-1.6,0.2,-12,12,-1
NCCc1nnc(SCc2ccccc2Cl)o1,-0.1,-1,4.2,3,-14,5.1,-0.7,/,4,0
CC1CC(C)CN(C(=O)C(NS(=O)(=O)c2ccc(Br)s2)c2ccccc2)C1 (configuration not stated),0.3,8,1.4,-2,-12,2.2,-0.3,-5,-20,-9
CCN(CC)S(=O)(=O)c1cccc(C(=O)OCC(=O)C23CC4CC(CC(C4)C2)C3)c1,2.0,-2,2.9,5,8,-0.2,-0.7,-3,/,-3
O=C(CSc1c(Cl)cccc1Cl)NC1CCCc2ccccc21 (configuration not stated),-3.0,-5,0.0,1,-12,3.4,-1.8,-1,29,-2
CC(C)OC(=O)n1c(=S)oc2ccccc21,0.7,-6,2.0,7,-2,-0.2,0.0,2,-39,/
N#Cc1cccnc1Oc1ccccc1,1.5,0,0.1,6,0,1.4,-0.3,-5,-4,-3
COc1cc2[nH]c(C(=O)N3CCc4ccccc4C3)cc2c(OC)c1OC,0.8,6,2.4,/,1,2.6,-2.3,-3,-9,-1
O=C(NCc1ccccc1)c1ccc(NC(=O)C2CCCC2)cc1,/,5,/,4,-22,0.4,-1.8,-2,22,7
COc1ccc(C(=O)N2CCN(c3ccc(C)cc3)CC2)cc1OC,2.6,6,3.2,3,-8,2.6,0.0,-3,27,10
Cc1ccc(C(C(=O)NC2CCCC2)N(Cc2ccc(F)cc2)C(=O)c2csnn2)o1 (configuration not stated),-0.5,-4,4.6,2,-2,1.9,-0.3,-1,-4,-4
COc1ccc(/C=C2\SC(=S)N(CC(=O)N3CCN(C)CC3)C2=O)cc1,-0.4,/,3.9,/,/,4.2,/,/,/,0
O=C1CC(N2CCN(c3ccccc3Cl)CC2)C(=O)N1c1cccc(F)c1 (configuration not stated),-1.7,8,0.4,-1,4,2.4,/,-6,-2,-1
O=C(Nc1ccc(Cl)c(S(=O)(=O)N2CCOCC2)c1)c1ccc2c(c1)OCCO2,0.5,5,0.7,21,-10,0.0,-2.2,-2,/,3

# 5 entries out of the list above, arranged by the value under PvdQ acylase, low to high.
Molecule	Tat transport	AddAB inh	Rtt109 Vps75	PvdQ acylase	phage Ecoli inh	CAL PDZ inh	DAGLB inh	PfHsp90 yeast 2	Wnt act
NCCc1nnc(SCc2ccccc2Cl)o1	-1	4.2	3	-14	5.1	-0.7	/	4	0
O=C(CSc1c(Cl)cccc1Cl)NC1CCCc2ccccc21 (configuration not stated)	-5	0.0	1	-12	3.4	-1.8	-1	29	-2
Cc1ccc(C(C(=O)NC2CCCC2)N(Cc2ccc(F)cc2)C(=O)c2csnn2)o1 (configuration not stated)	-4	4.6	2	-2	1.9	-0.3	-1	-4	-4
O=C1CC(N2CCN(c3ccccc3Cl)CC2)C(=O)N1c1cccc(F)c1 (configuration not stated)	8	0.4	-1	4	2.4	/	-6	-2	-1
CCN(CC)S(=O)(=O)c1cccc(C(=O)OCC(=O)C23CC4CC(CC(C4)C2)C3)c1	-2	2.9	5	8	-0.2	-0.7	-3	/	-3

# Continuation:
SMILES,E coli growth,Tat transport,AddAB inh,Rtt109 Vps75,PvdQ acylase,phage Ecoli inh,CAL PDZ inh,DAGLB inh,PfHsp90 yeast 2,Wnt act
CCOC(=O)c1c(C)n(C)c2cc(-c3ccc(C)cc3)c(O)cc12,-0.3,-3,1.9,/,-5,4.7,-1.2,2,-18,-3
CCC(C)c1ccc(NC(=S)NC(C)C2CCCO2)cc1 (configuration not stated),0.2,3,3.8,9,-10,1.2,-0.5,-3,-35,1
COc1ccc(CNc2nc3c(c(=O)n(Cc4ccc(Cl)cc4)c(=O)n3C)n2C)cc1,-2.1,-13,-0.7,12,1,1.6,0.8,0,11,-9
Cc1c(N=C2N=C(NC(=O)Nc3ccc(Cl)cc3)c3ccccc32)c(=O)n(-c2ccccc2)n1C,-1.6,-1,-1.7,-10,-6,2.7,-0.4,-1,-10,5
Cc1ccc(NC(=O)CS(=O)CC(=O)N(CC(=O)NC(C)(C)C)c2cccc(C)c2C)cc1 (configuration not stated),-3.3,1,2.6,-3,7,0.6,-2.7,-1,-7,-1
CN(C(=O)CSc1ncc(C(F)(F)F)cc1Cl)c1c(N)n(Cc2ccccc2)c(=O)[nH]c1=O,-5.1,5,-1.4,-18,17,0.5,0.0,2,-3,0
Cc1cc(N2CCCC2)nc2ccccc12,1.4,-3,3.0,2,12,4.0,-3.0,2,21,2
Cc1ccc(S(=O)(=O)N2CCC(C(=O)NCCc3ccc(S(N)(=O)=O)cc3)CC2)cc1,-1.1,-4,-1.8,-8,-14,-0.5,/,-1,-4,/
CCCCN(C)C1=Nc2cccc3cccc1c23,-2.0,5,3.9,-83,-7,1.1,0.5,1,-5,5
CN(C)C(=O)CN(C)S(=O)(=O)c1ccc(Cl)cc1,-4.0,7,-0.1,2,-14,1.6,-2.4,2,4,/
CCn1c(=O)c(C(C)=O)c(O)c2ccccc21,-1.6,-3,0.1,-20,-10,1.1,21,-3,/,-1
OC(COCc1ccccc1)CN1CCCCC1 (configuration not stated),-2.4,-9,1.9,-4,-1,5.4,0.3,-2,4,-2
Cc1cc(C)nc(SCC(=O)Nc2ccc(S(=O)(=O)Nc3ncccn3)cc2)n1,2.1,-4,2.7,-12,-20,5.0,0.9,-3,13,-2
CCOC(=O)C1=NNC2(c3ccc(Cl)cc3)C(=O)N(c3cc(C)cc(C)c3)C(=O)C12 (configuration not stated),1.0,0,-0.9,-3,-13,3.5,-0.8,-4,-10,/
Cc1ccc([N+](=O)[O-])cc1NC(=O)c1c(-c2ccccc2)noc1C,0.2,-12,-0.8,2,4,1.0,1.1,1,-5,-1
CC1(C)NC(=O)N(CCOCCOc2ccccc2-c2ccccc2)C1=O,0.7,5,3.4,-3,-18,4.3,-2.0,-1,-18,-1
COc1ccccc1S(=O)(=O)N1CCN(S(=O)(=O)c2cccs2)CC1,-2.1,1,2.1,-4,-9,4.4,-9.8,3,-32,-4
CC(=O)NC12CC3CC(C1)CC(C(=O)N1CCN(S(=O)(=O)c4cccc(F)c4)CC1)(C3)C2,0.3,-2,-1.6,-3,-4,-2.9,-0.1,-2,17,-5
CC1CCCN(Cc2nc3c(c(=O)n(C)c(=O)n3C)n2CC(N)=O)C1 (configuration not stated),-1.3,-5,0.7,2,-5,6.6,0.6,0,/,/
O=S(=O)(/N=C(\c1ccc(Cl)cc1)N1CCOCC1)c1ccccc1,1.1,-6,-0.5,12,13,-0.7,-0.4,-2,-10,-2
CCOC(=O)C1CCN(S(=O)(=O)c2ccc(-c3ccccn3)s2)CC1,-3.4,/,-2.5,/,/,1.2,/,/,/,-3
Cc1ccc(-c2cn(-c3ccccc3)c(SCC(N)=O)n2)cc1C,0.5,0,0.4,0,-7,2.0,-0.9,-1,-3,/
CCOc1ccc(NC(=O)COc2ccc(S(=O)(=O)N3CCCC3)cc2)cc1,2.0,3,3.3,1,-9,3.0,-0.8,-1,11,-2
O=C1c2ccccc2C(=O)c2c1cccc2N1CCCC1,-4.0,-4,-2.2,1,2,0.8,1.8,36*,11,-7
Cc1ccc(C)c(NC(=O)CS(=O)(=O)c2cccc3nsnc23)c1,1.5,-5,1.0,2,-2,2.3,-2.8,1,-22,-1
COc1ccccc1CNC(=O)CSc1n[nH]c(N)n1,-0.1,11,2.0,6,0,0.3,-0.8,-5,1,-2
Cn1c(-c2nonc2N)nc2ccccc21,-1.7,5,1.5,7,-9,3.5,-0.1,2,8,1
NNC(=O)CNc1cccc(Br)c1,-0.2,1,-1.1,13,3,0.2,-2.2,-4,17,-3
COc1ccccc1-c1nnc(NC(C)=O)s1,-3.3,0,-1.7,-3,-12,3.6,0.6,0,/,/
Cc1cc(SCCOc2ccccc2)nc(N)n1,-0.3,2,-1.2,4,-14,1.9,-1.1,1,-7,24
COc1ccc([C@@H](C)NC(=O)CCc2nnc(-c3cc(C)on3)o2)cc1,-1.6,-5,1.0,7,-8,2.9,-2.8,0,/,-1
CN(C)C(CNC(=O)c1ccc2c(c1)S(=O)(=O)c1ccccc1C2=O)c1ccco1 (configuration not stated),0.2,-6,4.2,-26,-14,3.3,-3.5,1,18,-3
COc1ccccc1CNC(=O)c1ccc(S(=O)(=O)N2CCCC2)cc1,-1.7,-1,-0.2,3,-14,4.2,0.5,-3,8,-12
Cc1ccc(C(=O)Cn2nnc3ccccc32)cc1,2.5,4,3.2,1,-16,0.2,-0.9,-1,32,/
CN(Cc1ccc(F)cc1)C(=O)COc1ccccc1-c1ccccc1,0.4,6,5.0,-2,1,3.3,-1.1,-8,9,1
CCCCS(=O)(=O)Nc1ccc(C)cn1,-0.9,-8,-0.7,3,-6,0.9,-0.1,0,23,1
CCC(=O)Nc1ncc2c(n1)CC(c1ccco1)CC2=O (configuration not stated),-0.8,3,3.2,-10,6,0.1,-3.2,-2,-6,1
CS(=O)(=O)N(CC(=O)N1CCCCCC1)c1ccc(Cl)cc1,-1.0,2,3.5,7,0,1.8,-0.1,-3,9,-2
COc1ccc(/C=C/c2cc[n+](C(=O)Cc3ccccc3)cc2)cc1,0.8,18,2.0,23,-6,2.1,-1.6,2,/,-2
CC(C)C[C@@H](CN1CCC[C@@H]1CN1C(=O)C(=O)NC[C@@H]1Cc1ccccc1)N1C[C@H](Cc2ccc(O)cc2)N(CC2CCCCCC2)C(=O)C1=O,/,1,/,-1,1,2.6,1.3,6,-11,-3

# Four compounds drawn at random from those above:
SMILES,E coli growth,Tat transport,AddAB inh,Rtt109 Vps75,PvdQ acylase,phage Ecoli inh,CAL PDZ inh,DAGLB inh,PfHsp90 yeast 2,Wnt act
Cc1ccc(C(=O)Cn2nnc3ccccc32)cc1,2.5,4,3.2,1,-16,0.2,-0.9,-1,32,/
COc1ccc([C@@H](C)NC(=O)CCc2nnc(-c3cc(C)on3)o2)cc1,-1.6,-5,1.0,7,-8,2.9,-2.8,0,/,-1
CN(Cc1ccc(F)cc1)C(=O)COc1ccccc1-c1ccccc1,0.4,6,5.0,-2,1,3.3,-1.1,-8,9,1
COc1ccc(/C=C/c2cc[n+](C(=O)Cc3ccccc3)cc2)cc1,0.8,18,2.0,23,-6,2.1,-1.6,2,/,-2
